Compound activity: PubChem BioAssay, several laboratories
OX1R antag-1: antagonists of human orexin 1 receptor (OX1R); Orexin/Hypocretin receptor type 1 (Homo sapiens), O43613; OX1R-expressing cells, FRET antagonist read-out; inhibition, % at 6.6 µM; 1.8% of 330,000 active; AID 485270, 2010; in the data active = inhibition mostly above about 38%, no sharp cut-off; inactive = mostly below about 40%;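 also: 0% = agonist challenge alone and 100% = reference antagonist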
Target sequence (O43613 whole entry, looked up): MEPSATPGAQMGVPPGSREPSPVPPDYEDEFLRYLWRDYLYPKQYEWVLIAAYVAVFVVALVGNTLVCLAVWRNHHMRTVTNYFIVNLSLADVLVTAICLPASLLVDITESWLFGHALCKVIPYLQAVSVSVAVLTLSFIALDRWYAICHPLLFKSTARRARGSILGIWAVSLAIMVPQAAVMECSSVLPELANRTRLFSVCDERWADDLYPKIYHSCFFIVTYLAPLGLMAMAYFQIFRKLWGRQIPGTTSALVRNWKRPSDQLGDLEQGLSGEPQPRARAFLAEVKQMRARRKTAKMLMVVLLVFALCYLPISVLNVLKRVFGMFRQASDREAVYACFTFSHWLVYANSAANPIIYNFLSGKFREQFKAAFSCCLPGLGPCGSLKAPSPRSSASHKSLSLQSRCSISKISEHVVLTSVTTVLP
OX1R antag-2: OX1R (HCRTR1) antagonists, primary screen, fluorescence, CHO/OX1R cells, Fluo-8 calcium, orexin A | Fluo-8 calcium fluorescence | inhibition, % at 5 µM | AID 434989, 2010 | 0.43% of 330,000 active;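 active = inhibition above its plate's threshold, mean inhibition of all tested compounds on the plate plus 3 SD, cut at about 37% in these data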;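 also: 0% = orexin A challenge wells and 100% = SB-334867-A antagonist wells; not every result past the cut was called active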
CHT PAM: CHT positive allosteric modulators, primary screen, cell-based, membrane potential dye, choline EC20 | High affinity choline transporter 1 (Homo sapiens), Q9GZV3 | CHT-expressing cells; hits give high values; LV-AA mutant CHT in HEK293 cells | B-score at 10 µM | 0.49% of 310,000 active | AID 488977, 2010;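 active = initial fluorescence not abnormally high and integrated response B-score, plate-corrected, over 3 SD above library mean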
Target sequence (Q9GZV3 whole entry, looked up): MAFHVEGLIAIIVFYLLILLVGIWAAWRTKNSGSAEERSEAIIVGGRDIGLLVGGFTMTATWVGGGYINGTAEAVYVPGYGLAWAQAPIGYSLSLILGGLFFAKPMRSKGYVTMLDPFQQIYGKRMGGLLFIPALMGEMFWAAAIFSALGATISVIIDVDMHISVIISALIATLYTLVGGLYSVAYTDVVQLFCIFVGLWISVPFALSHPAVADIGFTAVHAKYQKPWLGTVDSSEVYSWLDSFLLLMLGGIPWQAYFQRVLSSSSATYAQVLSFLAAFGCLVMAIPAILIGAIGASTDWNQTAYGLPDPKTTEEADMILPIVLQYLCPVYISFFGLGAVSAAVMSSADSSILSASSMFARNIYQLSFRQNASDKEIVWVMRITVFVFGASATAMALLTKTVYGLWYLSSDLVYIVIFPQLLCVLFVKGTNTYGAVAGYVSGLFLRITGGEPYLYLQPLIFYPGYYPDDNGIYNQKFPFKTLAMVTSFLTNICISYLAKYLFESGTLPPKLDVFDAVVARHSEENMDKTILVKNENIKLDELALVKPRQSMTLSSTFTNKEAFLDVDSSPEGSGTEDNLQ
The depositor's hits bear a star; i = inactive; / = no result given.

SMILES	OX1R antag-1	OX1R antag-2	CHT PAM
O=C(CN1C(=O)NC2(CCOc3ccccc32)C1=O)c1ccc(Cl)cc1 (centres undefined)	5	-37	i
CN1/C(=C\C=O)C(C)(C)c2ccccc21	-5	2	i
CC(C)C(=O)Nc1ccc(C(=O)NC2CCSC2=O)cc1 (centres undefined)	7	4	i
Cc1cccc(C)c1NC(=O)CN(C)C(=O)CC1Sc2ccccc2NC1=O (centres undefined)	14	-21	i
COc1ccc(C(=O)NCCCOc2cccc(NC(C)=O)c2)cc1	8	-20	i
S=C(N/N=C/c1ccc(Cl)cc1)N1CCOCC1	-4	-16	i
C=CCn1c(SCC(=O)NC2CCCCC2)nc2ccccc2c1=O	28	-12	i
Cc1cccc(OCC(=O)NCCNC(=O)c2ccco2)c1	12	1	i
Cc1ccc(C(=O)O)cc1NC(=O)c1cccs1	1	8	i
Nc1ccc(C(=O)NCc2ccccc2)cc1	12	-6	i
O=C(COc1ncnc2cc([N+](=O)[O-])ccc12)NCCc1ccc(Cl)cc1	18	-18	i
Fc1ccc(Nc2ccnc(C(F)(F)F)c2)cc1	-7	-21	i
COc1ccc(CC(=O)Nc2ccc(S(=O)(=O)NCC3CCCO3)cc2)cc1 (centres undefined)	3	-5	i
COc1cccc(SCc2noc(C(=O)NC(C)C)c2C(=O)NC(C)C)c1	26	-21	i
COc1ccc(Oc2nc(-c3cccnc3)nc3ccccc23)cc1	9	-15	i
CCOC(=O)c1c(C)[nH]c(C(=O)COC(=O)CCSc2ccccc2)c1C	6	-26	i
O=C(Nc1ccc(-n2nncc2-c2ccco2)cc1)c1cc2ccccc2oc1=O	10	-13	i
COC(=O)N(C)c1nc2ccccc2s1	17	-9	i
O=C(Nc1cccnc1)C1CCN(S(=O)(=O)c2ccc(Cl)cc2)CC1	15	-4	i
CC1CCN(S(=O)(=O)N2CCC(C(=O)NCCC3=CCCCC3)CC2)CC1	12	-21	i
CC(=O)Nc1cc(C(=O)N2CCCC2)ccc1Sc1ccc(Cl)cc1	1	-7	i
O=C(CN1C(=O)COc2ccccc21)N(Cc1cccnc1)Cc1cccc(F)c1	10	-15	i
Cc1ccc2c(c1)-c1ccccc1S(=O)(=O)N2	7	-2	i
O=C(Nc1ccc(S(=O)(=O)N2CCCC2)cc1)c1ccccc1	17	-16	i
CC(=O)NCc1ccc(S(=O)(=O)NC(C)CCc2ccccc2)cc1 (centres undefined)	15	-9	i
Later entries
SMILES	OX1R antag-1	OX1R antag-2	CHT PAM
Cc1ccc(C)c(N2CCN(C(=O)c3cc4ccccc4oc3=O)CC2)c1	13	-25	i
COCC(C)NC(=O)Cn1c(SCc2ccccc2)nc2ccccc21 (centres undefined)	35	-14	i
O=C(Nc1ccc(C(=O)N2CCN(c3ccccc3)CC2)cc1)C1=CSCCO1	12	-28	i
CN1C(=O)CSc2ccc(C(=O)O)cc21	8	-15	i
COc1ccc(OC)c(-n2c(SCC(=O)N3CCc4ccccc43)nc3c(c2=O)SCC3)c1	39*	-18	i
CN1CCN(C(c2ccc(C(F)(F)F)cc2)c2ccc3cccnc3c2O)CC1 (centres undefined)	11	-7	i
OC(c1ccccn1)(c1ccccn1)c1ccccn1	-2	3	i
Cn1c(CC(=O)Nc2ccccc2)nnc1SCC(=O)NC1CCCC1	20	-10	i
COc1cc(C(=O)N/C(=C/c2ccc(F)cc2)C(=O)NC(C(=O)O)c2ccccc2)cc(OC)c1OC (centres undefined)	-3	-11	i
CCN1CCN(CC(=O)Nc2ccc(C)c(Br)c2)CC1	-4	-7	i
COc1ccc(C(=O)NC(=S)NC(C)C)cc1Br	-1	-33	i
COC(=O)/C=C/c1c(C)nc(NCc2ccccc2)nc1Cl	0	-15	i
COc1ccc(/C=C/C(=O)OCC(=O)c2ccc3c(c2)NC(=O)CO3)c(OC)c1	3	0	i
CCn1c2ccc(F)cc2c2nnc(NN)nc21	59	-4	i
CCCc1nc2c(c(=O)c3ccccc3n2C)c(=O)n1-c1cc(C)cc(C)c1	11	-31	i
COc1ccccc1CCNC(=O)C1CCC(=O)N(Cc2ccccc2OC)C1 (centres undefined)	3	-22	i
O=C(NC1CCCC1)C1CCCN1C(=O)Oc1ccccc1 (centres undefined)	9	-5	i
COc1ccc(C(=O)CSc2nnc(-c3ccco3)n2CC2CCCO2)cc1 (centres undefined)	25	-20	i
CC(C)c1cccc(C(C)C)c1NC(=O)COC(=O)C1CCC1	13	-17	i
CNC(=O)CSc1nnnn1CCCOC	1	-10	i
COc1ccccc1CNC(=O)c1cccc(C)c1[N+](=O)[O-]	12	-9	i
COc1ccc(Br)cc1CN(C)C(C)C(=O)Nc1cccc(C(C)=O)c1 (centres undefined)	31	-42	i
COC(=O)/C=C1/S/C(=N/N=C/c2ccco2)NC1=O	14	-17	i
COc1ccc(CCCc2nnc(SCc3nc4ccccc4c(=O)[nH]3)n2C)c(C)c1	2	0	i
Cc1n[nH]c(C)c1N1C(=O)c2cccc3cc(Br)cc(c23)C1=O	46	-9	i
Further structures follow.
SMILES	OX1R antag-1	OX1R antag-2	CHT PAM
CCOC(=O)c1nc(C)sc1-c1ccnn1S(=O)(=O)c1cccc(Cl)c1	8	-22	i
CCN(CC)CCCNC(=O)CSc1nc(-c2cccs2)cc(C(F)(F)F)n1	16	-23	i
CCn1c(SCC(=O)Nc2ccc3c(c2)OCCO3)nnc1-c1cccnc1	15	-11	i
Cc1ccc(C)c(/C=C2\N=C(c3ccccc3F)OC2=O)c1	18	-17	i
CCOC(=O)CN(C(=O)COC(=O)C1=NNC(=O)CC1)c1ccc(F)cc1	-3	-9	/
NC1=NC2=C(CCCC2)C2(CCCCC2)S1	19	-16	i
Cc1ccc(CNC(=O)c2cc3c(=O)n(C)c4ccccc4c3n2C)o1	7	-10	i
CSc1ccccc1OCc1cc(C(=O)N(C)Cc2ccncn2)no1	9	-14	i
O=c1cc(CS(=O)(=O)c2ccccc2)nc(-c2ccncc2)[nH]1	7	3	i
CC1CCCCC1NC(=O)CSc1nnc(-c2ccco2)n1C (centres undefined)	9	-23	/
Cc1ccc(Cn2c(C(C)Nc3nc(-c4ccc(Cl)c([N+](=O)[O-])c4)cs3)nc3cc(C(F)(F)F)ccc32)cc1 (centres undefined)	16	-5	i
COCCNC(=O)Cn1cc(/C=N/NC(=O)c2ccc(Oc3ccc(O)cc3)cc2)c2ccccc21	6	-5	i
C[C@H](CO)N1C[C@H](C)[C@@H](CN(C)Cc2ccncc2)Oc2c(NC(=O)CCCCCC(=O)Nc3ccccc3N)cccc2C1=O	6	-9	/
CCCc1ncc(C(=O)c2ccc(OC)cc2)n1C	16	1	i
COC(C(=O)Nc1ccc(S(=O)(=O)Nc2ccc(C)c(C)c2)cc1)c1ccccc1 (centres undefined)	2	-14	i
NC(=O)C1(N2CCCCC2)CCN(Cc2ccc(Br)cc2)CC1	6	5	i
Cc1nc2ccc(NS(=O)(=O)c3c(F)cc(F)cc3Br)cc2s1	13	38	/
O=C(NC(=S)NC1CCSC1=O)c1cccs1 (centres undefined)	31	-5	i
C=CCn1c(CC(=O)Nc2ccc(C)cc2C)nnc1SCC(=O)N1CCOCC1	18	-30	i
CCOC(=O)CSc1nnc(-c2ccc(OC)cc2OC)o1	21	-5	i
O=C(Nc1ncc2c(n1)-c1ccccc1OC2)c1ccc(Cl)cc1Cl	11	-7	i
Cc1nc(C#N)c(N/N=C/c2c(F)cccc2Cl)o1	10	-7	i
CCc1nnc(NC(=O)c2ccc(S(=O)(=O)NC3CCCCC3)cc2)s1	21	0	i
COCCn1c(SCCCc2ccccc2)nc2c1c(=O)[nH]c(=O)n2C	18	0	i
O=C(COC(=O)/C=C/c1cccs1)Nc1cccc(S(=O)(=O)N2CCOCC2)c1	19	-16	i

Marked active in OX1R antag-1, among the entries above:
| molecule | OX1R antag-1 | OX1R antag-2 |
| --- | --- | --- |
| COc1ccc(OC)c(-n2c(SCC(=O)N3CCc4ccccc43)nc3c(c2=O)SCC3)c1 | 39* | -18 |

Copied from the list.
Value of NC1=NC2=C(CCCC2)C2(CCCCC2)S1 in OX1R antag-2: -16
Value of CSc1ccccc1OCc1cc(C(=O)N(C)Cc2ccncn2)no1 in OX1R antag-1: 9
Value of O=C(Nc1ncc2c(n1)-c1ccccc1OC2)c1ccc(Cl)cc1Cl in OX1R antag-1: 11

Arranged by the number under OX1R antag-1 (smallest number first): 7 of the compounds above
molecule,OX1R antag-1
NC(=O)C1(N2CCCCC2)CCN(Cc2ccc(Br)cc2)CC1,6
O=c1cc(CS(=O)(=O)c2ccccc2)nc(-c2ccncc2)[nH]1,7
CCOC(=O)c1nc(C)sc1-c1ccnn1S(=O)(=O)c1cccc(Cl)c1,8
Cc1nc(C#N)c(N/N=C/c2c(F)cccc2Cl)o1,10
C=CCn1c(CC(=O)Nc2ccc(C)cc2C)nnc1SCC(=O)N1CCOCC1,18
O=C(COC(=O)/C=C/c1cccs1)Nc1cccc(S(=O)(=O)N2CCOCC2)c1,19
CCOC(=O)CSc1nnc(-c2ccc(OC)cc2OC)o1,21

Following part:
SMILES	OX1R antag-1	OX1R antag-2	CHT PAM
CCOC(=O)C(C)Oc1ccc2c(C)cc(=O)oc2c1C(C)=O (centres undefined)	8	-6	i
COc1ccc(CN2CC(COCc3ccccc3)Oc3ccccc3S2(=O)=O)cc1 (centres undefined)	11	19	/
CCOC(=O)[C@@H]1[C@H]2COc3cc(OC)ccc3[C@@H]2N2C(=O)N(c3ccc(OC)cc3)C(=O)[C@]12C	24	-33	i
NC(=O)C1CCN(C(=O)C23CC4CC(CC(C4)C2)C3)CC1	10	-9	i
Cc1cc(C(=O)N/N=C/c2ccc(C)o2)c2ccccc2n1	22	-14	i
O=C(NCc1ccncc1)C(=O)NCC1OCCN1S(=O)(=O)c1ccc(Br)cc1 (centres undefined)	11	-1	i
COC(=O)n1c(=O)oc2cc(S(=O)(=O)N3CCOCC3)ccc21	4	-20	i
CC(=O)c1cccc(N(C(=O)c2ccco2)C(C(=O)NC2CCCC2)c2cccs2)c1 (centres undefined)	11	-29	i
O=C1Nc2cc(C(=O)N3CCC(N4CCCCC4)CC3)ccc2S/C1=C\c1ccccc1	0	-12	i
S=C(Nc1ccc(Cl)cc1)N1CCN(Cc2ccccc2)CC1	-9	-10	i
COc1ccc2c(c1)CCc1c(C(=O)NC3CCCCC3)noc1-2	9	-7	i
Cc1csc(NC(=O)CSc2ccc(-c3ccccn3)nn2)n1	19	-17	i
Cc1ccc(SCc2cc(=O)c3c(=O)n(-c4ccccc4)[nH]c3[nH]2)cc1	7	-24	i
Nc1ccc(-c2nc3ccccc3s2)cn1	18	-21	i
COc1cccc(S(=O)(=O)NCc2ccc(C(=O)Nc3cccc(Cl)c3)cc2)c1	52	45*	i
CN(C)S(=O)(=O)c1cccc(N=C2NN=C(c3ccccc3)CS2)c1	14	1	i
Cc1ccc(C)c(NC(=O)CN(C)C(=O)C2CCN(C(=O)Nc3ccccc3)CC2)c1	0	-14	i
CC(=O)Nc1ccc(S(=O)(=O)N[C@H](C(=O)O)C(C)C)cc1	-1	-5	i
COc1cc(OC)cc(C(=O)N/N=C2/SCC(=O)N2Cc2ccco2)c1	3	-11	i
Fc1cccc(/C=N/Nc2nncc3ccccc23)c1	9	-32	i
COc1ccc(S(=O)(=O)N2CCCC2CNC(=O)C(=O)NC2CCCCCC2)cc1 (centres undefined)	22	-25	i
COc1cc(CNCCc2c[nH]c3ccccc23)cc(Cl)c1OCC(N)=O	24	-20	i
c1ccc(CN2CCN(c3nc4ccccc4s3)CC2)cc1	-5	-27	i
CCN(CC)S(=O)(=O)c1ccc(C(=O)N(c2ccc(C)cc2)C2C=CS(=O)(=O)C2)cc1 (centres undefined)	20	-14	i
CCCc1nnc(NC(=O)CC(=O)Nc2ccccc2C(=O)O)s1	15	-8	i
New compounds follow.
SMILES	OX1R antag-1	OX1R antag-2	CHT PAM
Cn1c(SCC(=O)NC(=O)Cc2ccccc2)nnc1-c1ccc(F)cc1	11	1	/
CC1(C)N=C(N)N=C(N)N1c1ccc(OCCCOc2ccccc2)c(Cl)c1	-3	-6	i
CCCCCNC(=O)c1ccc2c(=O)n(CCCN3CCCC3=O)c(=S)[nH]c2c1	8	-31	i
COc1ccccc1NC(=O)/C(C#N)=C/c1ccc(OCCN2CCOCC2)c(OC)c1	-3	-7	i
COc1ccc(Cn2c(C(C)C)nc3sc4ccccc4c(=O)c3c2=O)cc1	8	-29	i
CCOC(=O)C1C(=O)CC(=O)CC1CC(C)SCC (centres undefined)	25	-32	i
CC1(C)CC2CC(C)(CN2S(=O)(=O)c2ccc(C(=O)Nc3ccc(S(=O)(=O)N4CCOCC4)cc3)cc2)C1 (centres undefined)	4	-6	i
O=C(NCC1CCCO1)c1nn2c(C(F)(F)F)cc(-c3ccco3)nc2c1Cl (centres undefined)	13	-5	i
Cc1cc2ncc(Cl)nc2cc1C	12	14	i
O=C(CSc1nnc(CNC(=O)c2cccs2)o1)Nc1ccccc1F	2	-20	i
N/C(=N\OC(=O)c1ccc(Cl)cc1)c1[nH]ncc1Br	11	-14	i
CC(Sc1n[nH]c(N)n1)C(=O)NC1CCCCC1C (centres undefined)	1	-7	i
O=C(NCCN1C(=O)S/C(=C\c2ccccc2F)C1=O)C1CCCN1C(=O)c1cccs1 (centres undefined)	29	-23	i
COc1cccc(NC(=O)c2ncc(Cl)c(Cl)c2Cl)c1	4	-19	i
CN(C)CCCN(C(=O)c1ccc(S(=O)(=O)N2CCCCC2)cc1)c1nc2cc3c(cc2s1)OCO3	22	-25	i
COc1ccc(-c2ccc(C(C)=O)cc2)cc1[C@H]1[C@H]2C=CC[C@@H](C)[C@@H]2C(=O)N1Cc1ccccc1	19	-32	i
